HP1b binding inh – HP1-beta chromodomain-methylated histone interaction inhibition. P83916. AlphaScreen HP1-beta / biotin-H3K9me3 peptide binding. Potency, µM (titrated, usually from 114 µM), for inactives: at the top dose activity change, negative = inhibition, actives largely listed as inhibitors. 0.56% of 390,000 active. AID 540317; note: nearly all actives have a fitted effect of over 70% in size; inactives centre near 23
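HP1-beta protein (50 nM final) preincubated 30 min at room temperature with biotinylated H3(1-18)K9me3 peptide (50 nM) in PBS pH 7.4, 0.01% Tween-20, then compound added for 30 min. AlphaScreen streptavidin donor/nickel chelate acceptor beads (10 ug/mL final), 30 min dark, luminescence read.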
Pin1 inh – human Pin1 inhibition; Potency, µM (titrated, usually from 115 µM), for the others: at the highest dose activity, negative = inhibition, most hits filed as inhibitors; Pin1 FP peptide displacement, HiFluor488, 10 min; AID 504891; 0.009% of 390,000 active; Q13526; active = well fitted inhibition curve with a large enough effect in the polarisation, with a control signal flat, not every such curve was filed as active; inconclusive = small, poorly fitted or top-dose-only effect, or effect the other way, or a change in a side signal; inactive = no such curve, though single readings can be large or run the other way; the % refers to the polarisation; note: % is set by controls: 0 for no effect and ±100 for the full control effect
12-LOX inh – inhibitors of human 12S-lipoxygenase ALOX12. P18054. purified 12hLO, xylenol orange hydroperoxide absorbance. Potency, µM (series often up to 108 µM), inactives show at the top dose activity change, negative = inhibition, hits mostly inhibitors. 1.1% of 580,000 active; note: % is set by controls: 0 for no effect and ±100 for the full control effect
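Purified human 12hLO at 150 nM in 25 mM Hepes, 0.01% Triton X-100, pH 7.0, preincubated 15 min at room temperature with compound. Reaction started with 40 uM arachidonic acid, 30 min at room temperature. Hydroperoxide measured by Fe-xylenol orange, 573/405 nm absorbance ratio.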
Tb PGK inh – inhibitors of T. brucei phosphoglycerate kinase. P07378. Potency, µM (doses to about 57.5 µM), for inactives: top-dose activity change, negative = inhibition, hits mostly inhibitors. 0.043% of 380,000 active. PGK/GAPDH coupled, Kinase-Glo luminescence, 60 min; note: % is set by controls: 0 for no effect and ±100 for the full control effect; nearly all actives have a fitted effect of over 60% in size
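Recombinant glycosomal PGK reaction used 1,3-bisphosphoglycerate generated in-well by GAPDH (100nM final) in 100mM TEA pH 7.6, 5mM MgCl2, 0.01% Tween-20. After 60 minutes at room temperature, ATP was read by Kinase-Glo Plus luminescence end-point.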
ERG-DNA inh – blocks human ERG Ets domain binding to DNA | P11308 | fluorescence polarization, His-ERG Ets domain / labelled DNA | Potency, µM (highest dose often 76.9 µM), without a hit: top-dose FP activity, negative = inhibition, hits mostly inhibitors | 0.028% of 370,000 active; active = well fitted inhibition curve with a large enough effect in the polarisation, with a control signal flat; inconclusive = small, poorly fitted or top-dose-only effect, or effect the other way, or a change in a side signal; inactive = no such curve, though single readings can be large or run the other way; the % refers to the polarisation;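 note: polarization taken with two DNA probes labelled with fluorescein and Texas red; % of control where 0% means no effect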
Target sequence (P11308 whole entry, looked up, the tested form may be a part): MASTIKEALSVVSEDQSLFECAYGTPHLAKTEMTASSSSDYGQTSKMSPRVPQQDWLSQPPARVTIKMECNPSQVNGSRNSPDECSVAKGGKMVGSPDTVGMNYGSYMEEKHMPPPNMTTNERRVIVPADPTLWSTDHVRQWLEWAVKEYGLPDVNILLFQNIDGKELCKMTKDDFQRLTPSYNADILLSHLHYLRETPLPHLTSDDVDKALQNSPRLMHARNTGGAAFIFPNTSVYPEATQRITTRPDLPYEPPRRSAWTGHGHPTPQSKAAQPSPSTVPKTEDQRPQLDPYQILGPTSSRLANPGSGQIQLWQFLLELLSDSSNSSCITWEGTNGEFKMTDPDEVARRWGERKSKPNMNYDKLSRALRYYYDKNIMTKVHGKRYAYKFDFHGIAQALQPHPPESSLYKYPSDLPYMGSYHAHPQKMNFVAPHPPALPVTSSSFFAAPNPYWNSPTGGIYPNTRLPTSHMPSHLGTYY
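His-tagged ERG Ets domain (1 uM in the protein solution; 300mM KCl, 50mM Tris-HCl, 1mM EDTA, 1mM DTT, pH 7.5) received compound, then a probe mix of 5 nM fluorescein-DNA and 100nM Texas-615-DNA. Fluorescence polarization was read for both dyes.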
RGS4 inh – inhibitors of human regulator of G protein signaling 4; P49798; Transcreener GDP fluorescence polarization, RGS4-accelerated GTP hydrolysis; Potency, µM (series often up to 114 µM), for inactives: at the highest dose activity change, negative = inhibition, actives largely listed as inhibitors; 0.039% of 390,000 active; AID 504845; note: % is set by controls: 0 for no effect and ±100 for the full control effect; nearly all actives have a fitted effect of over 75% in size; some results filed as inactive show a strong effect at the top dose
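MLSMR compounds (23 nl, pin-transferred) preincubated 10 min at room temperature with a 500nM (2x) first reagent, then RGS4 at 900nM (2x) plus Transcreener GDP mix added; fluorescence polarization (620/688 nm) read before and after 90 min at 30 °C.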
GLS inh – blocks human kidney-isoform glutaminase activity; O94925; GLS enzymatic activity, qHTS titration; 0.21% of 410,000 active; Potency, µM (series often up to 45.5 µM), inactives show at the top dose activity change, negative = inhibition, actives largely listed as inhibitors; note: % is set by controls: 0 for no effect and ±100 for the full control effect
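Glutamate formation by hKGA was monitored fluorometrically using coupled glutamate oxidase, HRP and Amplex Red. Substrate was added as 1 mM L-glutamine solution; incubation was 30 min at RT after an initial read.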
JMJD2A Tudor – blocks the human JMJD2A Tudor domain; AlphaScreen JMJD2A-Tudor / H3K4me3 peptide binding; Potency, µM (highest dose often 114 µM), for inactives: top-dose activity change, negative = inhibition, most hits filed as inhibitors; 4.4% of 390,000 active; note: % is set by controls: 0 for no effect and ±100 for the full control effect; nearly all actives have a fitted effect of over 50% in size
rTrxR1 inhibitor – rat TrxR1 inhibition | AID 588453 | 1% of 390,000 active | Potency, µM (series often up to 114 µM), for inactives: at the top dose activity change, negative = inhibition, hits mostly inhibitors | recombinant rTrxR1, NADPH fluorescence consumption, selenite substrate | O89049; note: % is set by controls: 0 for no effect and ±100 for the full control effect; nearly all actives have a fitted effect of over 65% in size
Target sequence (O89049 whole entry, looked up): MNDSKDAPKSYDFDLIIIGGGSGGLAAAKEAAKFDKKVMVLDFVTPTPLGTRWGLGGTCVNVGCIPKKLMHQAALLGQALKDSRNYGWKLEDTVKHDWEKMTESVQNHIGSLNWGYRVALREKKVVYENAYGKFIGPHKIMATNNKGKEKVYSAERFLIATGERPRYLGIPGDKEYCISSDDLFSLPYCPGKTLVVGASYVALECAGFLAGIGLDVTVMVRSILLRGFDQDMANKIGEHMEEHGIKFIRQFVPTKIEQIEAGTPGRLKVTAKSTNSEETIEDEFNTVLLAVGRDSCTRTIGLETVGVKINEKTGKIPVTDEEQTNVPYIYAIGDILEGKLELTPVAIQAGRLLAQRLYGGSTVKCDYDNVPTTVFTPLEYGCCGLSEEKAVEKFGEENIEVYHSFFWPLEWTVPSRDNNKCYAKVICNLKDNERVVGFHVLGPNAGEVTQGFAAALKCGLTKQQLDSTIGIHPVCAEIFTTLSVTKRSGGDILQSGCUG
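Rat TrxR1 (90 nM in the dispensed reagent) was pre-reduced with 400 uM NADPH for 5 min at room temperature, then incubated with compound for 15 min. After 400 uM selenite was added, NADPH fluorescence (Ex 340/Em 450 nm) was followed for 8 min.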
* hit, by the source's call; i = inactive; ? = inconclusive; · = not tested or not shown; & = joins results of further samples; [ ] = another dose, or the depositor's remark. Unless noted, calls come from the whole dose curve; as a rule, active = well fitted curve in the direction sought with a large enough effect; inconclusive = small, poorly fitted or top-dose-only effect, or another doubt; inactive = no such curve, though single readings can be large; an effect the other way counts as inactive or inconclusive. Potency is the fitted concentration of half-maximal effect. An excerpt (hit frequency here may not be typical).

SMILES	HP1b binding inh	Pin1 inh	12-LOX inh	Tb PGK inh	ERG-DNA inh	RGS4 inh	GLS inh	JMJD2A Tudor	rTrxR1 inhibitor
O=C(NC1CCCC1)C(c1cccs1)N(C(=O)c1ccno1)c1ccccc1 (stereo unspecified)	27%	-18%	-24%	4%	-5%	-13%	19%	6%	-13%
CCC(C)NC(=O)c1ccccc1NC(=O)CN1C(=O)c2ccccc2S1(=O)=O (stereo unspecified)	35%	4%	8%	0%	7%	1%	7%	-21%	5%
CCCNC(=O)C1CCC(Cn2c(=O)c3sccc3n(Cc3cccc(OC)c3)c2=O)CC1 (stereo unspecified)	71%[activator]	-5%	-11%	-8%	1%	?	-4%	-1%	-6%[57.1 µM]
CCOC(=O)C1=C(N)N(c2cc(S(=O)(=O)N3CCOCC3)ccc2Cl)C(=O)C1	3%	-5%	-26%	-1%	6%	-51%	-9%	-27%	3%[57.1 µM]
Nc1nonc1-n1nnc(C(=O)N/N=C/c2ccoc2)c1CSc1ccccc1	38%	-1%	·	-9%	-1%	4%	1%	2%	26%
CCOc1ccccc1C(=O)Nn1c(C2CCC2)nc2ccccc2c1=O	46%[activator]	1%	18%	-7%	19%	-20%	-7%	-11%	15%
CCN1CCN(C(=O)C(C)Oc2ccc(S(=O)(=O)N3CCCC3)cc2C(N)=O)CC1 (stereo unspecified)	58%[activator]	5%	196%[activator]	i	-9%	29%	-3%	-6%	34%
COC(=O)C(C)Sc1ncnc2c1c(-c1ccccc1)cn2-c1ccc(OC)cc1 (stereo unspecified)	35%	-2%	-3%	4%	4%	5%	-1%	-5%	-5%
CCN(CC)C(=O)C(=O)c1cn(CC(=O)NCc2ccc3c(c2)OCO3)c2ccccc12	33%	1%	-2%	-9%	-7%	7%	-16%	-10%	9%
CCc1ccc(OCC(=O)NC(=S)Nc2ccc(F)cc2)c(Br)c1	29%	-7%	16%	-5%	·	-12%	10%	-17%	-2%
O=C(CC1CC2CCC1C2)N1CCN(S(=O)(=O)c2ccccc2[N+](=O)[O-])CC1 (stereo unspecified)	21%	3%	-14%	i	1%	8%	-5%	-35%	15%
Cc1ccnc2nc(C(=O)OCC(=O)N(CC(C)C)CC(C)C)nn12	38%	0%	-3%	-10%	4%	-12%	-6%	1%	-3%
NS(=O)(=O)c1ccc(-c2ccc(/C=N/Nc3ccc(C(=O)O)cc3)o2)cc1	14%	23%	23%	-17%	-2%	19%[11.4 µM]	-4%	-14%[11.4 µM]	-19%
Cc1nc(Cl)sc1C(=O)Nc1cccc2ccccc12	20%	-1%	2%	i	10%	-11%	9%	-6%	-7%
CCOCCn1c(CN2CCc3ccccc3C2)nc2c1c(=O)n(C)c(=O)n2C	12%	0%	26%&0%	-4%	3%	21%	14%	-2%	0%
Cc1ccc(NC(=O)Nc2cc(-c3ccccc3)nn2C)cc1Cl	33%	3%	?	-3%	2%	-15%	-11%	-19%	15%
CC(Oc1ccccc1)C(=O)N1CCN(c2ccc(N3CCCCC3)nn2)CC1 (stereo unspecified)	8%	1%	14%	-5%	-8%	-8%	15%	-12%	1%
O=C(N/N=C/c1ccc2c(c1)OCO2)c1ccc(NS(=O)(=O)c2cccs2)cc1	10%	-4%	-10%	-5%	0%	4%	22%	-18%	3%[57.1 µM]
Cc1ccc2onc(CNC(=O)NCc3ccc(Cl)cc3)c2c1	25%	25%	-24%	-3%	-4%	-1%	5%	-14%	11%
Cc1nc([N+](=O)[O-])c(C(=O)OCc2ccccc2F)n1C	18%	-2%	4%	-7%	1%	-33%	-14%	4%	19%
CCOC(=O)c1nc(-c2ccc(OC)c(OC)c2)cnc1C#N	28%	1%	-16%	3%	-3%	-2%	1%	-9%	8%
Cc1cccc(OCc2nnc(NC(=O)c3cccs3)s2)c1	23%	8%	-2%	-2%	-12%	-31%	4%	?	-5%
O=C(NC1CCCC1)c1ccc(Br)c(S(=O)(=O)N2CCCCC2)c1	24%	-4%	21%	0%	4%	30%	2%	-12%	27%
Cc1ccc(NC(=O)CSCc2cc(=O)n3ccsc3n2)c(C)c1	53%[activator]	2%	-11%	5%	-2%	6%[56.9 µM]	2%	-8%	3%[57.1 µM]
O=C(Nc1ccc(S(=O)(=O)N2CCCC2)cc1)c1cccc(OC(F)F)c1	19%	1%	-30%	8%	-4%	-7%	11%	-18%	8%
COc1ccc2c(c1)N(C(=O)CN1C(=O)C3CCCCC3C1=O)C(C)(C)C=C2C (stereo unspecified)	58%[activator]	-5%	7%	12%	-13%	-11%	1%	-24%	6%
O=C(Nc1ccc2nn(-c3ccc(Cl)cc3)nc2c1)c1cc2ccccc2o1	15%	2%	?	-1%	5%	10%	3%	-11%	13%
COc1cccc(/C=C/c2nc3c(cnn3-c3ccccc3)c(=O)[nH]2)c1	46%[activator]	1%	-5%	-1%	4%	4%	9%	-6%	69%[activator]
COC(=O)c1cccc(NC(=O)c2cnccn2)c1	44%[activator]	0%	?	-6%	-7%	-23%	36%	5%	10%[57.1 µM]
Cc1ccc(NC(=O)c2cnn(-c3ccccc3)c2NC(=O)c2ccco2)cc1	-10%	-3%	1%	2%	0%	-35%[11.4 µM]	?	-32%[11.4 µM]	-2%[57.1 µM]
CCc1ccccc1N(CC(=O)N1CCCC1)S(C)(=O)=O	39%	0%	-13%	-7%	1%	-11%	-4%	9%	14%
CN(C)CCn1c2ccccc2c2nc3ccc([N+](=O)[O-])cc3cc21	7%	?	-2%	-8%	0%	-7%	?	-15%	16%[57.1 µM]
Cc1cccc(NC(=O)C2CCN(c3ncnc4c3nc3n4CCCCC3)CC2)n1	15%	-9%	0%	-9%	-6%	-44%[56.9 µM]	3%	?	16%[57.1 µM]
COC(=O)c1cnc(N2CCN(c3ccccc3OC)CC2)c2ccccc12	59%[activator][57 µM]	0%	2%	-1%	4%	-27%	-25%	25%	14%[57.1 µM]
Nc1cc(=O)[nH]c(SCC(=O)N2CCCCC2)n1	32%[activator]	1%	0%	5%	-3%	12%	4%	-6%	22%[57.1 µM]
O=C(Nc1cc(Cl)ccc1Cl)N1CCCC1	10%	7%	1%	-6%	16%	-22%[11.4 µM]	?	-17%	-9%
CCOC(=O)N1CCN(C(=O)COc2cccc3c2CCN(Cc2ccccc2C)C3=O)CC1	23%	-5%	-16%	i	-7%	-13%	-15%	-21%	-13%
C/C=C1\COC(C(=O)NCc2ccccn2)(C(F)(F)F)C=C1C=C(C)C (stereo unspecified)	16%	-14%	·	·	·	-32%	·	-14%	4µM*
CC1(c2ccccc2Cl)NC(=O)N(CC(=O)NCc2ccco2)C1=O (stereo unspecified)	34%[activator]	-1%	15%	i	-12%	4%	-9%	-2%	10%[57.1 µM]
CCn1ccnc1CN1CCN(CC(C)C)C(CCO)C1 (stereo unspecified)	25%	-3%	18%	-7%	1%	13%	-9%	-7%	15%[57.1 µM]
COc1ccc(Cn2cc(C(=O)c3ccc(C)cc3)c(=O)c3cc(OC)c(OC)cc32)cc1	12%	9%	9%	4%	-7%	-31%	0%	-31%	22%
CC(C)(C)c1nnc2sc(SCC(=O)c3cccs3)nn2c1=O	18%	18%	?	-13%	1%	-24%	-8%	-4%	-41%
COc1ccc(C2=CC(c3ccc(F)cc3)n3ncc(C(=O)Nc4ccc(C)cc4)c3N2)cc1 (stereo unspecified)	17%	20%	2%	0%	14%	-14%	12%	?	25%
COc1ccc(/C=C/C(=O)NC2=NCCS2)cc1OC	33%	5%	-1%	6%	-1%	16%	7%	-3%	14%
COc1ccc(-c2n[nH]c(=S)n2-c2cc(OC)ccc2OC)cc1	-11%	3%	?	9%	8%	-40%	-18%	10µM*	-26%

Quoted from the listing:
Result for CC(Oc1ccccc1)C(=O)N1CCN(c2ccc(N3CCCCC3)nn2)CC1 (stereo unspecified) under rTrxR1 inhibitor: 1%
Result for O=C(CC1CC2CCC1C2)N1CCN(S(=O)(=O)c2ccccc2[N+](=O)[O-])CC1 (stereo unspecified) under HP1b binding inh: 21%
Result for O=C(Nc1ccc2nn(-c3ccc(Cl)cc3)nc2c1)c1cc2ccccc2o1 under ERG-DNA inh: 5%

(listing goes on)
SMILES	HP1b binding inh	Pin1 inh	12-LOX inh	Tb PGK inh	ERG-DNA inh	RGS4 inh	GLS inh	JMJD2A Tudor	rTrxR1 inhibitor
COc1ccc(C)cc1S(=O)(=O)N(C)CC(=O)N1CCCCC1	34%	-4%	-7%[57.4 µM]	i	·	-16%	-9%	3%	-9%
Cc1c(NS(=O)(=O)c2ccc(Cl)c(C(=O)OC(C)C(=O)NCc3ccco3)c2)c(=O)n(-c2ccccc2)n1C (stereo unspecified)	18%	-2%	0%	3%	2%	7%	4%	-21%	6%[57.1 µM]
C[C@H](NC(=O)c1ccc(C(C)(C)C)cc1)C(=O)N1CCC2(CC1)NCCc1[nH]cnc12	4%	-4%	8%	-4%	3%	23%[11.4 µM]	9%	-33%	-7%
COCCNc1oc(Cc2cccc3ccccc23)nc1C#N	-13%	13%	8%	-10%	4%	-1%	-4%	-27%	9%
O=C(/C=C/c1ccccc1)NC(=S)NNC(=O)Cc1cccs1	19%	-9%	0%	1%	-4%	-19%	17%	5%	-29%
Cc1ccc(-n2c(=O)c3sc4ccccc4c3n(C)c2=O)cc1F	7%	-4%	-16%	-11%	1%	-10%	7%	-14%	18%

Compound activity as filed in PubChem.
